Scp1 inh – Scp-1 (human) phosphatase inhibition; Q9GZU7; Recombinant Scp1, phosphopeptide, malachite green phosphate absorbance; inhibition, % at 20 µM; 0.88% of 340,000 active; AID 493091;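 active = inhibition above about 50% at 20 µM, limit read from the data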;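 note: plate controls were DMSO wells with enzyme for no effect and wells lacking enzyme for full effect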
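Test system – truncated SCP-1 phosphatase (76-261aa) · Reagent – Phosphorylated 17-residue peptide substrate · Incubation – 45 min room-temperature reaction, 5 min colour, 30 min stabiliser · Detection – colorimetric phosphate reagent with accelerator and stabiliser, absorbance at 630 nm · Measure – % inhibition at 20 µM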
MsrA act – activators of bovine methionine sulfoxide reductase A. purified bovine MsrA, absorbance read-out. activation, % at 10.6 µM. 0.3% of 360,000 active; in the data active = activation above about 7.5%;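 note: 0% = vehicle and 100% = reference activator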
MsrA inhibitor – inhibitors of bovine MsrA; purified bovine MsrA, absorbance read-out; inhibition, % at 15.5 µM; 0.75% of 360,000 active; AID 651718; in the data active = inhibition above about 4.5%;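 note: 0% = vehicle wells with enzyme and 100% = reference inhibitor wells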
SUMO1-SIM PPI – SUMO1-SIM interaction modulation. P63165. 0.33% of 360,000 active. inhibition, % at 20 µM. SUMO1 binding to a labelled peptide, TR-FRET, 1 h; in the data active = inhibition above about 37%
LMPTP block – LMPTP (human) inhibition | recombinant LMPTP-A, OMFP fluorogenic substrate, fluorescence intensity | inhibition, % at 20 µM | P24666 | 0.22% of 360,000 active | AID 651560;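 active = compounds that cut the enzyme signal by at least half of the control window in the single-dose screen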;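 note: plate controls were DMSO wells with enzyme plus substrate for no effect and substrate without enzyme for full effect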
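Test system – LMPTP-A phosphatase enzyme · Quantity – 0.625 nM LMPTP-A final · Reagent – OMFP substrate, 400 µM final · Dosing – one test concentration per compound, 20 µM, with 3% DMSO overall · Timing – 50 min enzyme reaction at room temperature, protected from light · Detection – fluorescence intensity · Controls – substrate-only low control, DMSO enzyme-plus-substrate high control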
E coli Lon inh – E. coli protease La inhibition; P0A9M0; purified E. coli Lon protease, fluorescence polarization; inhibition, % at 7.94 µM; 0.42% of 360,000 active; in the data active = inhibition above about 13%, passing the limit was not always enough;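 note: 0% = enzyme with probe and DMSO and 100% = no enzyme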
NRP1-CendR mod – modulators of CendR peptide binding to human neuropilin-1 | O14786 | inhibition, % at 25 µM | FAM-RPARPAR peptide binding to NRP-1, fluorescence polarization | 0.85% of 360,000 active | AID 602438;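 active = inhibition or corrected inhibition above about 18%, plus a signal ratio from 0.5 to 1.5, limit read from the data, passing the limit was not always enough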; note: strong numbers were not always called active
Tb MetRS inh – blocks T. brucei methionyl-tRNA synthetase activity. purified T. brucei MetRS, ATP depletion, Kinase-Glo luminescence. inhibition, % at 11.9 µM. 0.4% of 360,000 active. AID 624268;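 active = inhibition above a per-plate cutoff of the control wells' mean inhibition plus 3 SD, cut at about 5.5% in these data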;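 note: 0% = DMSO wells median and 100% = median of wells with control inhibitor compound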
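Measured by: Kinase-Glo luciferase luminescence reporting remaining unconsumed ATP. Material: purified T. brucei MetRS enzyme. Doses: 11.9 µM compound single dose, 0.9% DMSO. Medium: HEPES buffer containing pyrophosphatase, BSA, spermine, DTT. Times: 15 min preincubation, 2 h reaction, all 25 °C. Reagent: methionine, ATP and bulk E. coli tRNA.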
DNMT1 inh – blocks human DNA methyltransferase DNMT1; P26358; DNMT1 molecular beacon, Hinp1I cleavage, fluorescence; inhibition (reported as % activation of signal), % at 10 µM; 0.83% of 360,000 active; AID 588458; in the data active = inhibition above about 50%
Target sequence (P26358 504-1616 limits assumed): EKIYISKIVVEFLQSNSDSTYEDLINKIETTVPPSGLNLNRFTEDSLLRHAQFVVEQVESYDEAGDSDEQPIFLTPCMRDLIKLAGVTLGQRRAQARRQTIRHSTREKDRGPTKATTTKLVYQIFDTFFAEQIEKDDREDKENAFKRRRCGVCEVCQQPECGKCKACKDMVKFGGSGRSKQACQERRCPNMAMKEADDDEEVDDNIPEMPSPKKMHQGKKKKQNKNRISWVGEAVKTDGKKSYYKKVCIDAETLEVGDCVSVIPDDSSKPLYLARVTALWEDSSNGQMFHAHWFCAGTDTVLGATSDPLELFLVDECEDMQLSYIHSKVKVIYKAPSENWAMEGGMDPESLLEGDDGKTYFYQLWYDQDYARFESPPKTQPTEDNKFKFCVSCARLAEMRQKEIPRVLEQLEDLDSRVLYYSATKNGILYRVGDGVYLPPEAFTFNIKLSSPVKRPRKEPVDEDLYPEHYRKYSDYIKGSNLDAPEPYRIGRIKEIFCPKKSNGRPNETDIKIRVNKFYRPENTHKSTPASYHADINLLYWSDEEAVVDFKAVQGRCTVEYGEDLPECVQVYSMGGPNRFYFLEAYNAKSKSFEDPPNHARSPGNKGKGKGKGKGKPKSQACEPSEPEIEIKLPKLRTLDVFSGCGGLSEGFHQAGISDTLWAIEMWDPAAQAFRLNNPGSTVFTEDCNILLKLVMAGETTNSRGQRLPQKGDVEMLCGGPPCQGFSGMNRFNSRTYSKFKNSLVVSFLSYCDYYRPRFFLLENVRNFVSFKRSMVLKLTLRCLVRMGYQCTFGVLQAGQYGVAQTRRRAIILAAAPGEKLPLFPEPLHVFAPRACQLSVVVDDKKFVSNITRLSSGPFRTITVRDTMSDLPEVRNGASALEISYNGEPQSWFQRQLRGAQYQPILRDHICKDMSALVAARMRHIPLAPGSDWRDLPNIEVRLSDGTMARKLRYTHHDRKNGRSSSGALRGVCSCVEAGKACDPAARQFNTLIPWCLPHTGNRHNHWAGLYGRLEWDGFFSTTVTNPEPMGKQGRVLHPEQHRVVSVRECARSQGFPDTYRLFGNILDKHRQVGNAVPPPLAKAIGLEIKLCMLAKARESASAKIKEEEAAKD
STEP block – blocks human striatal-enriched tyrosine phosphatase | 0.25% of 360,000 active | inhibition, % at 20 µM | P54829 | recombinant STEP, OMFP fluorogenic substrate, fluorescence;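 active = inhibition at 20 µM, scaled per plate between control wells, above about 37%, limit read from the data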;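 note: 0% = DMSO with enzyme and substrate and 100% = substrate only without enzyme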
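medium = Bis-Tris buffer pH 6.0, 2.5 mM DTT, 0.005% Tween 20 | test system = STEP (striatal-enriched tyrosine phosphatase) enzyme, cell-free | measure = normalized % inhibition | compound dosing = 20 µM, 1% DMSO | also added = 25 µM OMFP | schedule = reaction 20 min, ambient temperature | measured by = fluorescence read at 480 nm ex / 540 nm em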
Numbers without * were called inactive; . = no result given.

smiles | Scp1 inh | MsrA act | MsrA inhibitor | SUMO1-SIM PPI | LMPTP block | E coli Lon inh | NRP1-CendR mod | Tb MetRS inh | DNMT1 inh | STEP block
CCC(=Nc1ccc(Cc2ccncc2)cc1)c1c(O)n(C)c(=O)n(C)c1=O | -2 | -4 | -0.3 | 1 | 0.2 | 2 | -12 | -2.2 | -1 | -2
Cc1ccc(C(C(=O)NCc2ccc(F)cc2)N(CCCO)C(=O)C2COc3ccccc3O2)o1 (stereo unspecified) | 1 | -2 | 0.1 | 3 | -0.6 | -13 | 2 | -0.7 | 1 | -4
Cc1occc1C(=O)NNC(=O)c1cccc(F)c1 | -5 | -1 | 0.0 | -3 | 0.5 | 0 | 6 | -0.1 | 1 | -3
COc1ccc(C(=O)NC2CC2)cc1OC1CCN(Cc2cnn(C)c2)CC1 | 19 | -2 | 0.2 | -2 | 1.5 | 1 | -2 | -0.2 | 0 | -1
O=C(CNCCO)N1N=C(c2cccs2)CC1c1cccs1 (stereo unspecified) | -11 | -3 | 1.3 | -3 | -0.5 | -4 | 5 | 0.1 | -4 | 0
COc1ccc(NC2CCCN(C(=O)CSc3ccncc3)C2)cc1 (stereo unspecified) | -5 | -4 | -0.8 | -2 | 7.0 | 2 | 23* | -0.2 | -3 | 3
COc1ccccc1OCc1ccc(C(=O)n2nc(C)c(Cl)c2C)o1 | -9 | -1 | 0.3 | 5 | 2.9 | -3 | 1 | 0.3 | 4 | 2
C/C(=N\NC(=O)c1ccccc1F)c1cccc(NC(=O)c2ccc(C)cc2)c1 | 12 | 0 | 1.5 | 1 | 1.2 | -11 | 5 | -0.2 | -1 | -1
COc1ccc(C(=O)Nc2ccc3c(c2)nc2n3CCSC2)cc1 | -5 | -2 | -0.4 | 9 | 0.0 | -3 | -21 | 0.2 | -11 | 3
C[C@H]1CN([C@@H](C)CO)C(=O)CCCn2nncc2CO[C@H]1CN(C)S(=O)(=O)c1ccc(C#N)cc1 | . | 1 | 0.4 | -12 | -1.9 | 3 | 12 | 0.9 | 0 | 0
COc1cccc2cc(C(=O)C3=C(O)C(=O)N(CCN4CCOCC4)C3c3cccc(Cl)c3)oc12 (stereo unspecified) | 7 | -14 | 2.6 | -21 | 1.1 | -11 | 1 | -0.3 | 1 | 2
O=C(O)CC(C(=O)O)N1C(=O)/C(=C/c2ccc(-c3nc4ccccc4s3)o2)SC1=S (stereo unspecified) | 80* | -2 | 0.6 | 87* | 31 | 0 | -104 | 0.6 | 107* | 63*
CN(C)C(=O)c1cccn1-c1ncc(C(F)(F)F)cc1Cl | -4 | -2 | -0.6 | 0 | -2.9 | -11 | 7 | -0.7 | 2 | -3
O=C(Nc1ccc(F)cc1)C1CCCN(S(=O)(=O)c2cccc3nonc23)C1 (stereo unspecified) | -1 | -3 | -0.8 | 0 | 2.1 | -8 | -1 | 0.1 | -1 | -2
O=C(Nc1nnc(S(=O)(=O)N2CCOCC2)s1)c1cccc(F)c1 | -12 | 1 | 3.0 | 0 | -2.0 | -11 | 4 | -0.1 | 7 | -5
CN(Cc1ccc(F)cc1)C(=O)c1cc(COc2ccc(F)cc2F)on1 | -14 | -8 | -0.2 | 3 | 0.8 | -1 | 15 | -0.8 | 7 | -3
O=C(CN(C(=O)CCC(=O)Nc1nccs1)c1cccc(F)c1)NCc1ccc2c(c1)OCO2 | 7 | -6 | 0.1 | 1 | -1.2 | 3 | 7 | -1.2 | 2 | 1
CC1(c2ccc(C#N)cc2)NC(=O)N(CC(=O)Nc2cc(S(=O)(=O)N3CCOCC3)ccc2Cl)C1=O (stereo unspecified) | -5 | -3 | -0.3 | 5 | -1.0 | 3 | -8 | -0.8 | -2 | -3
COc1cnn(-c2cc(Oc3ccc(C)cc3)ncn2)c(=O)c1Cl | -2 | -2 | 1.2 | -16 | -3.3 | 11 | -10 | 0.2 | -3 | 6
CC1=CC(C)(C)N(C(=O)CSc2ncn[nH]2)c2ccccc21 | -8 | -6 | 1.2 | -1 | -2.2 | 6 | 8 | -0.5 | 2 | -2
CCSC1=N/C(=C\c2cccnc2)C(=O)N1c1ccccc1 | -9 | -4 | 1.2 | -17 | 0.2 | -17 | -1 | 0.0 | 0 | 1
CC(=O)N(Cc1c(C#N)c2ccccc2n1C)c1ccccc1 | -3 | -1 | 0.5 | -1 | -2.2 | 4 | 8 | -0.5 | -1 | 2
O=C(CSc1nnc(-c2ccccc2F)n1C1CC1)NCc1ccco1 | -3 | -3 | 0.0 | 0 | -1.1 | -11 | 6 | 0.0 | 2 | 1
CC(=O)c1ccc(NC(=O)CN2CCN(c3ccccc3)CC2)cc1 | -7 | -3 | -1.1 | 6 | -2.5 | 0 | 6 | -0.8 | -7 | 1
CCSC1=NCCN1C(=O)c1ccc(S(=O)(=O)N(C)C)cc1 | -2 | -3 | -0.4 | 2 | -4.0 | -1 | 7 | 0.1 | 4 | -2

Single entries from the list:
`O=C(O)CC(C(=O)O)N1C(=O)/C(=C/c2ccc(-c3nc4ccccc4s3)o2)SC1=S` (stereo unspecified) – DNMT1 inh = 107*
`COc1ccc(C(=O)Nc2ccc3c(c2)nc2n3CCSC2)cc1` – MsrA act = -2
`O=C(Nc1ccc(F)cc1)C1CCCN(S(=O)(=O)c2cccc3nonc23)C1` (stereo unspecified) – STEP block = -2
`COc1ccc(NC2CCCN(C(=O)CSc3ccncc3)C2)cc1` (stereo unspecified) – SUMO1-SIM PPI = -2
`O=C(CN(C(=O)CCC(=O)Nc1nccs1)c1cccc(F)c1)NCc1ccc2c(c1)OCO2` – DNMT1 inh = 2

Further compounds
smiles | Scp1 inh | MsrA act | MsrA inhibitor | SUMO1-SIM PPI | LMPTP block | E coli Lon inh | NRP1-CendR mod | Tb MetRS inh | DNMT1 inh | STEP block
Cc1ccc(NC(=O)NNS(=O)(=O)c2ccc(Br)cc2)cc1 | -3 | -11 | -0.3 | -2 | 1.3 | -2 | -2 | 1.5 | 2 | -9
COC(=O)[C@@H](NC(=O)c1ccccc1)[C@@H](C)O | -18 | -2 | -0.1 | -3 | -1.3 | -1 | 7 | -0.2 | 4 | 0
COCCCN=C1NN=C(c2cc(C)n(Cc3ccco3)c2C)CS1 | 3 | -3 | -0.3 | 0 | 7.4 | 0 | 8 | -0.8 | -8 | -4
COc1ccc(Br)cc1CN(C)CC(=O)Nc1cccc(S(=O)(=O)N2CCCC2)c1 | -7 | 0 | -1.2 | 5 | -2.2 | -10 | 4 | -0.1 | -5 | 0
O=C(CSc1nccc(=O)[nH]1)NC1CCCc2ccccc21 (stereo unspecified) | -8 | -2 | 1.1 | 0 | -0.8 | -5 | -1 | 0.4 | -1 | 0
COc1ccc(-c2nc(CS(=O)(=O)CC(=O)NCCCc3ccccc3)c(C)o2)cc1 | 0 | -2 | -1.1 | -1 | 1.2 | -4 | 2 | -0.6 | -4 | 0
CCCCNC(=O)c1nc(C2CCNCC2)oc1-c1ccccc1 | . | . | -0.7 | -2 | 6.2 | . | 2 | 0.1 | . | .
O=C(O)c1cccnc1SC1CC(=O)N(Cc2ccccc2)C1=O (stereo unspecified) | -5 | -2 | -1.4 | -3 | 0.6 | 3 | 21 | 0.0 | 4 | 0
O=C1CC(c2ccccc2)c2cccc(F)c21 (stereo unspecified) | -4 | -1 | -0.4 | 1 | -2.3 | 8 | -2 | 0.7 | 0 | -1
CCc1nc(C)cn1S(=O)(=O)c1ccc2c(c1)OCCO2 | 0 | -3 | 1.8 | -3 | -0.1 | 7 | 7 | -0.3 | 1 | -2
Cn1c(=O)n(C)c2cc(NS(=O)(=O)c3ccccc3[N+](=O)[O-])ccc21 | 6 | -8 | -0.3 | -5 | -1.4 | 0 | -6 | -0.1 | -2 | 1
COC(=O)C1=C(C)N(c2ccc(OC)cc2)C(C)=C(C(=O)OC)C1c1ccccc1 | -15 | -2 | 1.3 | -1 | 3.6 | 4 | -7 | -1.2 | 0 | 2
Oc1c(Br)cc(Br)cc1CNc1ccccn1 | -13 | -5 | 0.5 | 9 | 3.0 | -4 | 0 | 2.2 | -3 | 2
COc1ccc(/C=N/N=C2\CC3CCC2(C)C3(C)C)cc1O (stereo unspecified) | -9 | -2 | 2.2 | -6 | 1.3 | -6 | 2 | 0.0 | -1 | -2
Cc1ccc(C(=O)CSc2nnc(-c3ccccc3N)n2C)cc1 | 0 | 0 | 0.7 | 0 | 0.5 | -1 | 8 | 0.1 | 5 | 1
N/C(=N\OC(=O)c1cccs1)C1(c2ccc(Cl)cc2Cl)CC1 | -2 | -2 | -1.1 | -1 | 1.1 | 1 | 37* | -0.1 | -2 | -1
Cc1cccc(-c2nnc(SCC(=O)Nc3nc4c(s3)CCCC4)n2C)c1 | -6 | -8 | 0.4 | 4 | -0.6 | -3 | -1 | -1.4 | 3 | 2
OCCC1CN(Cc2cccn2-c2nccs2)CCN1CCc1ccccc1 (stereo unspecified) | -2 | -2 | -0.8 | 0 | -1.5 | 0 | -7 | -0.7 | 2 | -5
COc1ccc(CNC(=O)c2cc(C)nc3ccccc23)cc1OC | 17 | -5 | 0.7 | -3 | 0.5 | -8 | 1 | 0.0 | 1 | 2
CCOC(=O)C(=O)NNc1ccccc1C | -6 | -3 | -0.4 | 0 | -2.2 | 1 | 8 | -0.3 | 1 | -2

One compound at a time, from the list above. Values in the order: Scp1 inh	MsrA act	MsrA inhibitor	SUMO1-SIM PPI	LMPTP block	E coli Lon inh	NRP1-CendR mod	Tb MetRS inh	DNMT1 inh	STEP block
Listed for N/C(=N\OC(=O)c1cccs1)C1(c2ccc(Cl)cc2Cl)CC1 = -2	-2	-1.1	-1	1.1	1	37*	-0.1	-2	-1
Listed for COc1ccc(-c2nc(CS(=O)(=O)CC(=O)NCCCc3ccccc3)c(C)o2)cc1 = 0	-2	-1.1	-1	1.2	-4	2	-0.6	-4	0
